# Bioassay records (PubChem)
# MLLE-PAM2 inh: blocks PAM2 peptide binding to the PABP1 MLLE domain. GST-MLLE / FITC-PAM2 fluorescence polarization. inhibition, % at 20 µM. 0.36% of 360,000 active; in the data active means inhibition above about 35%, passing the limit was not always enough;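 further: plate controls were DMSO wells with GST-MLLE for no effect and wells lacking GST-MLLE protein for full effect; some results filed as inactive read as strong as hits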
# Target sequence (P11940 whole entry, looked up, the tested form may be a part): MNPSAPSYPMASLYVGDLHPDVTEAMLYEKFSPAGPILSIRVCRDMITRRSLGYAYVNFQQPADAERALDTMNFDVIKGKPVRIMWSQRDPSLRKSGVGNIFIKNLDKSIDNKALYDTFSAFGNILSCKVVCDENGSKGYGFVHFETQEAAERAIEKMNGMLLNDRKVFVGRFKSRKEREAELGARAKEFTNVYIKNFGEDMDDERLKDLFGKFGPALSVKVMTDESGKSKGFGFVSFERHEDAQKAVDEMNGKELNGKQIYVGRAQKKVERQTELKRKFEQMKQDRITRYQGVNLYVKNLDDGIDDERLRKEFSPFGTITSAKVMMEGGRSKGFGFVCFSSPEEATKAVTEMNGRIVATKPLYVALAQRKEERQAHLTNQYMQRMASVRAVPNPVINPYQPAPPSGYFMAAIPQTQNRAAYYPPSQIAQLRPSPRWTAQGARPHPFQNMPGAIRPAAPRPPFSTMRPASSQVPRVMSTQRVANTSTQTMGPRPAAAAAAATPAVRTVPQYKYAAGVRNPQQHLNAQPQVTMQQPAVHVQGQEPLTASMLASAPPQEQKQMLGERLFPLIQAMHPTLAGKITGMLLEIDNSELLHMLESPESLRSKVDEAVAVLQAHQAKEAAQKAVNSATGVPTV
# CendR NRP1 mod: alters CendR peptide binding to human NRP-1; O14786; FAM-RPARPAR peptide binding to NRP-1, fluorescence polarization; inhibition, % at 25 µM; 0.85% of 360,000 active;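 active means inhibition or corrected inhibition above about 18%, plus a signal ratio from 0.5 to 1.5, limit read from the data, passing the limit was not always enough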; further: strong numbers were not always called active
# MT1-MMP act inh: MT1-MMP (human) activation inhibition; P50281; HT1080 RFP-PRO-GFP cells, GFP/RFP ratio fluorescence, overnight; percent of plate control window, DMSO zero; GFP/RFP ratio change, % at 20 µM; 0.061% of 360,000 active;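 active means GFP/RFP ratio change of at least 30% with cell ATP level not reduced by more than half and red fluorescence within 50% of control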; further: strong numbers were not always called active
#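 Material: RFP-PRO-GFP reporter HT1080 cells. Dosing: single-point 20 µM compound, 1% DMSO. Controls: DMSO and RFP-L50D-GFP cell wells. Timing: cells overnight before dosing, compound overnight, 37 °C, 5% CO2. Measure: GFP/RFP fluorescence ratio.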
# MsrA inhibitor: inhibits bovine methionine sulfoxide reductase A; purified bovine MsrA, absorbance read-out; 0.75% of 360,000 active; inhibition, % at 15.5 µM; in the data active means inhibition above about 4.5%;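 further: 0% = vehicle wells with enzyme and 100% = reference inhibitor wells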
# Tb MetRS inh: blocks T. brucei methionyl-tRNA synthetase activity; purified T. brucei MetRS, ATP depletion, Kinase-Glo luminescence; inhibition, % at 11.9 µM; 0.4% of 360,000 active; AID 624268;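 active means inhibition above a per-plate cutoff of the control wells' mean inhibition plus 3 SD, cut at about 5.5% in these data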;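 further: 0% = DMSO wells median and 100% = median of wells with control inhibitor compound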
#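 Material – parasite MetRS enzyme · Medium – HEPES-MgCl2-KCl buffer plus DTT, spermine, BSA, pyrophosphatase · Reagent – ATP, methionine and E. coli bulk tRNA substrates · Times – 15 min enzyme-compound preincubation, 2 h reaction, 10 min detection, 25 °C · Measured by – luminescence of leftover ATP · Evaluation – percent inhibition relative to median high and low control wells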
# bovine MsrA act: activates bovine MsrA enzyme; purified bovine MsrA, absorbance read-out; activation, % at 10.6 µM; 0.3% of 360,000 active; AID 602163; in the data active means activation above about 7.5%;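 further: 0% = vehicle and 100% = reference activator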
# SKN-1 inh: blocks SKN-1 activity in C. elegans; AID 624304; C. elegans VP596 Pgst-4::GFP/RFP ratio, acrylamide-induced, 24 h; inhibition, % at 21.8 µM; 0.49% of 360,000 active;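 active means interference check ratio from 0.5 to 1.5 plus GFP to RFP signal ratio inhibition reaching or exceeding a fixed threshold, cut at about 30% in these data, passing the limit was not always enough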; further: some compounds called inactive have numbers as strong as hits
# FAS TE block: blocks the thioesterase domain of human fatty acid synthase; AID 602261; 0.67% of 360,000 active; P49327; inhibition, % at 15 µM; recombinant FAS-TE, OMFH fluorogenic substrate, fluorescence endpoint;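 active means compounds whose normalised, plate-corrected inhibition of enzyme fluorescence in the single-dose primary screen is 50% or more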;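 further: 0% = DMSO with enzyme and 100% = substrate without enzyme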
# eLon inh: inhibits E. coli Lon protease; P0A9M0; purified E. coli Lon protease, fluorescence polarization; inhibition, % at 7.94 µM; 0.42% of 360,000 active; in the data active means inhibition above about 13%, passing the limit was not always enough;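 further: 0% = enzyme with probe and DMSO and 100% = no enzyme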
# * marks the source's active call; other numbers are inactive results; . = not tested or not shown.
SMILES	MT1-MMP act inh	FAS TE block	MLLE-PAM2 inh	bovine MsrA act	MsrA inhibitor	eLon inh	Tb MetRS inh	SKN-1 inh	CendR NRP1 mod
CC1CCC(NC(=O)C2CC(=O)N(c3ccc(Cl)cc3)C2)CC1 (stereo not drawn)	2	-5	-2	-2	1.3	-7	0.5	-2	4
Cc1cc(C)cc(N(CCC#N)C(=O)CSC2=Nc3ccccc3C3CC=NN23)c1 (stereo not drawn)	-8	24	36	-3	-1.6	-14	0.0	23	-13
CSc1nc(C)cc(-n2ccc(=O)[nH]c2=O)n1	1	-3	-9	-14	0.1	-5	-0.5	-5	-7
Cc1cc(Br)ccc1SCC(=O)OCC(=O)NCc1ccco1	-9	-1	-10	-3	-1.6	5	0.0	-4	-3
CC(C)(C)C(C(=O)NC1CCCC1)N1CCN(c2ncccc2C#N)CC1 (stereo not drawn)	-15	.	.	.	-0.9	.	-0.5	-3	30*
Cc1c(NC(=S)NC(=O)c2ccco2)cccc1-c1nc2ncccc2o1	3	-1	28	-4	1.5	3	-0.7	11	5
Cc1sc2ncnc(N=Nc3c(O)[nH]c4ccccc34)c2c1C	-13	-9	-12	-2	-0.4	-33	0.2	8	-10
CCOc1ccccc1NC(=O)Cn1c(-c2ccc(Cl)cc2)noc1=O	-7	13	-10	1	-1.7	7	0.0	1	-1
CC(C)Oc1ccc(S(=O)(=O)N2CCOCC2)cc1NC(=O)C1CCC1	-2	-3	-23	-1	-0.2	5	-0.2	-6	6
CCSc1nnc(NC(=O)C2CCCCC2C(=O)O)s1 (stereo not drawn)	-1	-12	26	-6	-0.2	-6	-1.2	8	-9
Cc1ccc(NC(=O)Cc2nnc(SCC(=O)Nc3nncs3)n2C)cc1	3	-7	-1	-3	-0.3	45*	-0.3	3	2
Cc1ccc(C(=O)NC(=S)NCC2CCCO2)cc1[N+](=O)[O-] (stereo not drawn)	2	6	28	-7	-0.4	4	-1.0	5	1
CCOc1cc(/C=C2\SC(N3CCCC(C)C3)=NC2=O)ccc1O (stereo not drawn)	-33	-3	-57	-1	3.0	-123	-0.4	-3	-45
CCCCN1C(=O)C(CC(=O)NCc2ccco2)CC(C(=O)N2CCOCC2)=C1C (stereo not drawn)	1	-8	-10	-2	-0.9	-12	-1.4	0	-9
CC(C)=CC(=O)Nc1nnc(-c2cccnc2)s1	3	1	19	-3	1.1	-3	-0.4	20	-12
Cc1ccc(Cn2cc(CN3CC(N4CCSCC4)CS3(=O)=O)nn2)cc1 (stereo not drawn)	2	-10	.	-1	-0.8	-2	0.6	6	2
COC(=O)COn1c(-n2nc(C)cc2C)nc2ccccc2c1=O	4	-4	-4	-3	-0.1	0	0.6	9	-5
CCC1OC2(C)OC(=N)C1(C#N)C(C#N)(C#N)C2c1ccccc1 (stereo not drawn)	2	0	23	-4	1.2	-21	0.1	47*	-15
CC(C)=CCN1CCN(Cc2cccn2-c2ccccn2)CC1CCO (stereo not drawn)	0	-5	9	-7	1.0	-1	0.4	6	-11
CN(C(=O)COC(=O)Cc1ccccc1[N+](=O)[O-])C1CCS(=O)(=O)C1 (stereo not drawn)	1	-6	8	-3	0.9	-5	-0.1	-3	-2
O=C(NC1CCCCCC1)C(=S)N1CCOCC1	1	-4	44*	-5	0.0	4	-1.1	-4	-15
COc1ccc(C(CC(=O)N2CCCC2)c2ccc(F)cc2)cc1 (stereo not drawn)	-3	-1	-5	-2	1.6	3	0.0	-6	-9
COc1ccc(CCC(C)N2CCC(Oc3ccc(C(=O)N4CCCC4)cc3)CC2)cc1 (stereo not drawn)	-3	-5	8	-2	0.0	-10	-0.2	-3	-8
COc1ccc(-c2coc3c(C(=O)NC(C)C)cccc23)c(C)c1	1	8	-14	2	2.0	-14	0.1	14	-8
COC(=O)c1ccc(CN2C(=O)NC(CC(C)C)C2=O)cc1 (stereo not drawn)	0	-2	-4	-3	-0.1	0	4.4	-9	-4

# 2 successive entries from above:
SMILES	MT1-MMP act inh	FAS TE block	MLLE-PAM2 inh	bovine MsrA act	MsrA inhibitor	eLon inh	Tb MetRS inh	SKN-1 inh	CendR NRP1 mod
O=C(NC1CCCCCC1)C(=S)N1CCOCC1	1	-4	44*	-5	0.0	4	-1.1	-4	-15
COc1ccc(C(CC(=O)N2CCCC2)c2ccc(F)cc2)cc1 (stereo not drawn)	-3	-1	-5	-2	1.6	3	0.0	-6	-9

# (cont.)
SMILES	MT1-MMP act inh	FAS TE block	MLLE-PAM2 inh	bovine MsrA act	MsrA inhibitor	eLon inh	Tb MetRS inh	SKN-1 inh	CendR NRP1 mod
O=C(NCCS(=O)(=O)NCc1ccccc1)c1ccccc1	-1	-9	2	-2	0.3	2	-0.4	-6	-1
C=CC[N+](C)(C)CCCNC(=O)/C=N/O	-5	-11	-142	-2	0.8	-5	-0.5	-8	-1
COc1cc(S(=O)(=O)N2CCCC2)c(C)cc1C	2	-6	13	-7	0.5	-10	-0.8	-3	-11
COc1ccc(S(=O)(=O)NCCc2ccccc2)cc1	-8	1	-3	-8	-0.3	0	-1.1	-5	14
O=S(=O)(c1ccc(F)cc1)N1CCC(n2cnc3ccccc32)CC1	-2	0	-1	-3	0.0	-1	0.0	10	2
O=C(Nc1cccc(O)c1)c1noc2c1CCCCC2	9	-6	3	-14	1.4	-3	-2.4	-2	22
O=C1Nc2ncccc2OC1CCO (stereo not drawn)	0	-10	-1	-5	0.0	4	-0.6	-14	7
Cc1ccc(S(=O)(=O)/N=C(/c2ccccc2)N2CCOCC2)c(C)c1	-2	-3	3	-2	-0.6	-4	-0.5	-10	0
Cc1cc(C)c2c(N)c(C(=O)c3ccccc3Cl)sc2n1	2	12	7	-3	-0.6	-3	-0.3	-4	2
COc1ccc(C(=O)n2c(-c3ccco3)nc3ccccc32)cc1	6	8	-1	-3	2.0	-7	-0.9	7	1
COc1ccc2oc(=O)c(-c3csc(Nc4ccc(O)cc4)n3)cc2c1	-15	2	-48	-6	2.1	-9	-0.4	1	-8
COc1ccc(/C=N/NC(=O)c2cc[n+]([O-])cc2)cc1	-1	-4	4	-4	3.5	5	-0.1	9	-5
Cc1n[nH]c(C)c1SCC(=O)Nc1ccc(F)cc1	-3	-4	2	-4	-0.3	6	-1.0	-14	-4
CCOC(=O)N(C)c1c(CC)nc2c(OCc3ccccc3C(=O)OC)cccn12	1	-5	-1	1	0.9	-16	-0.1	16	-1
Cc1ccc(/C=C/C(=O)Nc2cc(S(N)(=O)=O)ccc2O)cc1	1	-6	21	-1	0.7	1	-0.6	9	-19
CC(C)CNC(=S)N(CCCN(C)C)Cc1cc2cc3c(cc2[nH]c1=O)OCCO3	-5	-5	-98	-4	1.0	-9	-1.1	-6	-1
O=C(O)CCCCCN1C(=O)/C(=C\c2ccncc2)SC1=S	1	-12	32	-1	0.3	-23	0.3	11	13
Cc1ccc(S(=O)(=O)N2[C@@H](c3cccc4ccccc34)C(C(=O)O)=C[C@H]2C(C)(C)C)cc1	6	0	5	-3	1.8	9	-0.3	5	4
CCOC(=O)N1CCN(C(=O)c2cc(S(=O)(=O)N3CCc4ccccc43)ccc2OC)CC1	0	0	4	-3	-1.8	2	-0.2	10	-11
Cc1cccc(-c2nc3ccc(C(=O)NCCN4CCN(C)CC4)cc3nc2-c2cccc(C)c2)c1	3	3	-5	-1	0.3	-8	-0.3	0	-5
C=CCn1cnc2c(oc3ccccc32)c1=O	4	-3	11	-9	0.4	8	-1.3	-1	5
COc1cc(/C=N\NC(C)=O)ccc1OC/C=C/c1ccccc1	-2	0	-3	-1	1.8	-6	-0.2	7	16
O=C(Nc1nnc(SCc2ccc(F)cc2)s1)C1CC(=O)N(Cc2ccccc2)C1 (stereo not drawn)	4	-4	-12	-5	-0.4	-7	-0.2	8	-9
CCOC(=O)c1c(C)noc1-c1ccc(Br)o1	-2	10	0	-1	-0.1	-1	-0.1	21	-14
COc1ccccc1N1C(=S)N=C(Nc2c(C)cccc2C)C12CCCC2	1	3	-68	-2	1.2	-10	0.4	-5	8
Cc1cc(OCC(=O)N2CCCCCC2)ccc1[N+](=O)[O-]	15	1	6	-4	0.5	-8	-0.1	3	3
CC(C)(C)OC(=O)N1CC=C2C(C#N)=C(N)C(C#N)(C#N)[C@H](c3cccnc3)[C@H]2C1	-40	-9	47	-3	-0.1	-14	-0.3	9	-36
CCOc1ccc(S(=O)(=O)N2CCN(Cc3ccc4c(c3)OCO4)CC2)cc1OCC	-1	18	-6	-2	0.3	-1	0.1	-2	10
CC1CCc2c(sc3nc(SCC(=O)O)n(-c4ccccc4)c(=O)c23)C1 (stereo not drawn)	4	0	16	4	1.6	-4	0.0	8	-6
Cc1nnc(SCC(=O)c2ccc([N+](=O)[O-])cc2)s1	4	2	20	-2	0.1	-2	-0.4	3	20
CCN(CC)c1ccc(NC(=O)c2ccccc2Br)cc1S(=O)(=O)Nc1ccccc1OC	-4	27	33	-6	3.0	0	-0.6	7	-2
CC(=O)N1CCC(=NNc2ncc(C(F)(F)F)cc2Cl)CC1	0	-9	14	-3	0.8	-5	-0.9	7	4
CSC1=C(C#N)C(=O)NC(c2ccccc2O)S1 (stereo not drawn)	-3	-6	31	-7	2.4	-2	0.6	2	-17
COc1ccc(C2(c3ccc(OC)cc3)NC(=O)N(CC(=O)NCC(C)c3ccccc3)C2=O)cc1 (stereo not drawn)	0	20	-5	-2	-0.8	2	-0.1	-14	-1
Nc1ccccc1SSc1ccccc1N	-5	-14	18	11*	0.4	-6	-0.4	9	17
COc1cc2c(cc1OC)C(c1cccc([N+](=O)[O-])c1)=NCC2	2	0	15	-2	1.2	1	0.4	14	13
Nc1ccc(N=Nc2ccccc2)c(N)n1	-62	6	-11	-4	1.0	-8	-0.9	17	-8
COc1cc(/C=N/O)ccc1OCc1ccc([N+](=O)[O-])cc1	6	9	6	-4	2.1	-4	1.3	7	2
COc1ccc(C(=O)Nc2ccc(S(=O)(=O)N(C)c3ccccc3)cc2)cc1	-7	30	6	-1	-0.8	0	-0.2	8	-7
CN(CCc1ccccc1)C(=O)c1ccc(NC(=O)Cc2cccc(NC(=O)C3CCN(C(=O)C4CCCCC4)CC3)c2)cc1	5	-2	7	-2	-0.8	-1	0.0	11	8
O=C(Nc1cccc(F)c1)c1cccnc1	-1	-6	6	-2	-0.1	-6	0.3	5	3
CCc1cccc2c3c([nH]c12)C(CC)(CC(=O)O)OCC3 (stereo not drawn)	3	-8	15	-2	2.4	-3	-1.0	-10	-5
Cc1ccccc1-n1nnnc1SCC(N)=O	6	-4	10	-7	-0.6	-4	-1.2	-13	16
CC1(C)CNc2cc(N)ccc2S1	-38	-6	-96	-5	3.3	-30	0.2	-4	-88
COc1ccc(-c2cc(NC(C)=O)c3ncc(-c4ccc(OC)c(OC)c4)n3c2)c(OC)c1	-4	12	-44	-3	-0.3	-24	-0.1	20	-14
CC(C)Oc1ccc2nnnn2n1	5	-3	-7	-1	1.9	-3	0.0	-1	-2
N/C(=N\OC(=O)Nc1ccc(Cl)c(Cl)c1)c1ncc(C(F)(F)F)cc1Cl	-4	19	3	-1	-0.8	2	0.3	-19	-13
